# Screens deposited in PubChem BioAssay by several laboratories.
# Ecoli tolC: growth inhibitors of E. coli BW25113 tolC mutant | OD615 | AID 573 | growth inhibition, % at 10 µM (by protocol) | hit rate 2.2% among 65,000;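 active = growth inhibition at or above a cutoff equal to the mean over every tested compound plus 3 SD, cut at about 60% in these data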;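 note: growth measured after 20 h incubation at 37 °C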
#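 Test system – E. coli BW25113 ΔtolC::kan, tolC deletion mutant strain · Detection – OD at 615 nm · Buffer or medium – LB with kanamycin 50 µg/mL · Times – 20 h compound exposure of bacteria at 37 °C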
# D1 allo mod: allosterically modulates the human D1 dopamine receptor | P21728 | HEK293 D1, CRE-luciferase, dopamine EC30 potentiation; actives deviate in either direction | hit rate 5.9% among 58,000 | B-score at 10 µM;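 active = luminescence count or its row- and column-corrected plate score outside the 99.7% band of the plate's sample wells, on either side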
# DUSP1 inh: inhibitors of human MKP-1 phosphatase; P28562; recombinant MKP-1, OMFP hydrolysis fluorescence; inhibition, %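 (compounds tested at a single concentration somewhere between 10 and 100 µM)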; hit rate 0.15% among 65,000; AID 374;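 active = inhibition above about 50%, limit read from the data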;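 note: 0% = DMSO max control wells and 100% = wells with enzyme stopped by NaOH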
# Hsp90 block: displaces geldanamycin probe from tumor Hsp90; NCI-N417 lysate Hsp90, Cy3B-geldanamycin FP displacement; P07900; inhibition, % at 30 µM; hit rate 0.35% among 64,000;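 active = inhibition above 50%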;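 note: 0% = tracer plus lysate wells and 100% = tracer alone without lysate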
# CatB block: human cathepsin B inhibition; P07858; purified cathepsin B, fluorogenic substrate, fluorescence; hit rate 0.1% among 63,000; inhibition, %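 (tested at 10 µM)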; in the data active = inhibition above about 21%;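 note: 0% = enzyme with no compound and 100% = no enzyme blank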
# Ec RNAP inh: Escherichia coli RNA polymerase inhibition. E. coli RNA polymerase, fluorescence transcription assay. inhibition, %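 (tested at 10 µM)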. hit rate 0.2% among 62,000. AID 559; in the data active = inhibition above about 20%;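 note: 0% = enzyme without compound and 100% = no enzyme blank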
# CatB mix inh: inhibitors of human cathepsin B in compound mixtures | Purified cathepsin B, AMC dipeptide fluorescence | inhibition, %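 (ten-compound pools at 5 µM per compound and 50 µM total)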 | P07858 | AID 488 | hit rate 0.06% among 62,000; in the data active = inhibition above about 22%, passing the limit was not always enough;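 note: 0% = enzyme without compound and 100% = no enzyme blank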
# Cdc25B block: human M-phase inducer phosphatase 2 inhibition. inhibition, %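 (compounds tested at 10 µM final in the well)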. recombinant Cdc25B, OMFP fluorescence Ex485/Em525. AID 368. hit rate 0.1% among 65,000. P30305; in the data active = inhibition above about 50%
# AP complement: alternative pathway complement inhibition, orthogonal assay; Human serum alternative complement pathway, LPS-coated ELISA, C3 deposition; tested in compound mixtures; AID 1235; inhibition, % at 5 µM; hit rate 0.08% among 62,000;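 active = inhibition above 30% in each of the two pooled mixtures holding the compound, so the lower value exceeds 30%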;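 note: 0% = serum in Mg-EGTA without compound and 100% = EDTA serum blank; some compounds past the cut are filed as inactive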
#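 Test system – human serum alternative complement pathway, C3 deposition on LPS-coated wells · Buffer or medium – diluted human serum in Mg2+-EGTA GVB++ · Compound dosing – 5 µM each compound, pools of ten, 50 µM per pool · Schedule – 1 h serum-compound exposure at 37 °C · Measured by – Anti-C3 ELISA, OD 450 nm · Read-out basis – percent inhibition of C3 deposition onto LPS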
# Starred values were filed as active, the others as inactive; / = not tested or not shown. Rows are unselected (roughly 7.6% active in at least one column).
no.	Molecule	Ecoli tolC	D1 allo mod	DUSP1 inh	Hsp90 block	CatB block	Ec RNAP inh	CatB mix inh	Cdc25B block	AP complement
1	CCCCn1c(CN2C(=O)c3ccccc3C2=O)nc2ccccc2c1=O	4	-0.43	16	-3	3	4	4	1	18
2	CC(O)CCC(=O)NCCNC(=O)CCC(C)O (stereo not drawn)	-10	0.26	-1	-3	7	5	-1	-13	-33
3	Nn1c(-c2ccco2)n[nH]c1=S	-4	1.2	-14	1	-1	-5	-1	4	14
4	O=C(NCC1CCCO1)C1C2C=CC3(CN(Cc4cccs4)C(=O)C13)O2 (stereo not drawn)	0	-0.061	34	-2	1	-4	-3	-12	-5
5	CCN1CCN(CCCNC(=O)c2cc3sccc3n2CC)CC1	-17	-0.28	2	-2	2	-12	-1	1	-17
6	COC(=O)c1c(NC(=O)Cc2cccs2)sc2c1CCCC2	70*	2.7*	-28	-9	3	11	3	8	-1
7	COc1cccc(C(c2sc3nc(C)nn3c2O)N2CCC3(CC2)OCCO3)c1 (stereo not drawn)	-16	-0.067	3	2	-4	2	4	14	1
8	O=C(Cc1c(O)c2ccccc2[nH]c1=O)NCc1ccc(F)cc1	-9	-0.63	8	-1	-3	11	7	-2	9
9	COc1cccc(N2C(=O)C3CC=C(Cl)CC3C2=O)c1 (stereo not drawn)	19	-0.32	10	-5	-1	7	-4	-4	19
10	Cc1ccccc1-c1cc(-c2ccccc2O)n[nH]1	100*	-0.75	-5	-2	3	7	1	-1	8
11	Cc1c(F)cccc1NC(=O)CCC(=O)O	-3	0.55	3	-8	3	5	1	-12	0
12	CCOC(=O)c1ccc(N=CC2=C(O)CC(c3ccco3)CC2=O)cc1 (stereo not drawn)	3	/	-15	1	2	8	/	0	/
13	COc1cccc(C(=O)NCc2n[nH]c(=S)n2-c2cccc(C)c2)c1	-26	0.33	-6	4	-5	5	2	-5	4
14	O=C1CC(c2ccc(Cl)cc2)n2nc(N3C(=O)c4ccccc4C3=O)nc2N1 (stereo not drawn)	/	0.092	12	2	-2	7	3	3	17
15	O=C(c1ccccc1S(=O)(=O)NCc1ccccc1)N1CCCC1	2	/	1	-3	-7	4	3	-4	24
16	CCCc1cc(=O)[nH]c(SCC(=O)N(C)CC(=O)Nc2ccccc2CC)n1	-15	-0.43	-2	-3	6	3	6	-9	-9
17	COc1cccc(NC(=O)CNC(=O)c2cccs2)c1	0	-0.76	8	-2	3	4	4	-22	15
18	COc1cccc(C(=O)Nc2ccc(C(=O)O)cc2)c1	3	-0.59	0	-3	1	5	1	-1	12
19	O=C(Cn1cnc2ccccc2c1=O)OCC(=O)c1ccc2c(c1)OCCO2	3	/	20	-5	-2	4	1	5	-4
20	COc1cc(NC(=O)Cc2cccs2)cc(OC)c1	-3	-0.5	-1	-7	1	9	-1	-2	4
21	CNC(=O)Nc1cccc(C(F)(F)F)c1	-7	-0.94	0	4	5	7	-17	3	-4
22	N#CC1=C(SCC(=O)NCc2ccccc2)NC(=O)CC1c1ccco1 (stereo not drawn)	-4	-0.18	-10	-7	/	/	/	-4	/
23	CCCc1nc(N)c(C#N)c(N)c1C#N	-14	19*	-14	-2	7	9	3	7	2
24	CCCCn1c(SCC(=O)Nc2cc(NC(=O)c3ccco3)ccc2C)nc2ccccc2c1=O	5	0.88	36	-6	-3	9	5	4	6
25	CCOc1ccc2[nH]c(O)c(NC(C)=O)c2c1	-29	-1.1	-2	-5	-3	3	-4	5	13

# From compound 13 to 18, copied from above:
no.	Molecule	Ecoli tolC	D1 allo mod	DUSP1 inh	Hsp90 block	CatB block	Ec RNAP inh	CatB mix inh	Cdc25B block	AP complement
13	COc1cccc(C(=O)NCc2n[nH]c(=S)n2-c2cccc(C)c2)c1	-26	0.33	-6	4	-5	5	2	-5	4
14	O=C1CC(c2ccc(Cl)cc2)n2nc(N3C(=O)c4ccccc4C3=O)nc2N1 (stereo not drawn)	/	0.092	12	2	-2	7	3	3	17
15	O=C(c1ccccc1S(=O)(=O)NCc1ccccc1)N1CCCC1	2	/	1	-3	-7	4	3	-4	24
16	CCCc1cc(=O)[nH]c(SCC(=O)N(C)CC(=O)Nc2ccccc2CC)n1	-15	-0.43	-2	-3	6	3	6	-9	-9
17	COc1cccc(NC(=O)CNC(=O)c2cccs2)c1	0	-0.76	8	-2	3	4	4	-22	15
18	COc1cccc(C(=O)Nc2ccc(C(=O)O)cc2)c1	3	-0.59	0	-3	1	5	1	-1	12

# A few values from above.
# Value for cpd 23 in CatB mix inh: 3
# Value for cpd 15 in CatB block: -7

# Other compounds:
no.	Molecule	Ecoli tolC	D1 allo mod	DUSP1 inh	Hsp90 block	CatB block	Ec RNAP inh	CatB mix inh	Cdc25B block	AP complement
26	CCn1c(SCC(=O)n2c(C)c(C)c3ccccc32)nnc1-c1ccco1	-13	-0.018	10	1	3	5	4	1	4
27	CCCCNC(=O)c1ccc2c(c1)ncn2C1CCCCC1	21	0.073	9	2	-2	1	0	7	23
28	Cc1ccc(C(=O)C2=C(O)C(=O)N(CCCn3ccnc3)C2c2ccc(OC(C)C)cc2)o1 (stereo not drawn)	2	-0.53	32	0	3	7	5	7	2
29	COc1ccc(N2C(=O)C(Cl)=C(Nc3c(C)n(C)n(-c4ccccc4)c3=O)C2=O)cc1	-25	-0.084	4	1	2	10	-3	-22	12
30	[O-][n+]1ccc(C2CC2)cc1	-19	-0.63	-1	1	3	4	-4	-8	7
31	Cc1sc2c(c1C)CN(Cc1ccco1)CN2C(=O)c1ccccc1	14	/	-7	-3	2	-1	0	-4	11
32	Cc1cc(-n2c(C)cc(C(=O)CSc3nnnn3-c3ccc(Cl)cc3)c2C)no1	-6	-0.55	20	-2	3	11	4	1	0
33	O=C(COC(=O)c1ccccn1)Nc1cccc(Cl)c1	2	0.25	29	-6	6	0	-1	-16	2
34	O=C(Nc1ccc2c(c1)OCO2)c1c(F)c(F)c(F)c(F)c1F	-7	-1.5	-1	6	-1	7	3	2	17
35	O=c1[nH]c(NCc2ccccc2)nc2c1CCCC2	-2	-1.4	3	-2	3	3	-1	-2	-1
36	CCOC(=O)c1ccoc1CSCc1ccc(C(=O)OC)o1	-2	0.98	11	-6	-1	5	-1	7	-10
37	O=C(O)CSCC(=O)c1ccccc1	-12	/	0	-3	0	7	6	-9	6
38	OC(COc1ccc2ccccc2c1)CN1CCN(c2ccc(F)cc2)CC1 (stereo not drawn)	2	-1.1	7	-1	-4	1	3	-2	12
39	CCSc1nnc(NC(=O)CSc2nc3c(c(=O)n2-c2ccccc2OC)SCC3)s1	11	-0.57	29	-4	/	/	/	6	/
40	Cc1ccccc1N1C(=O)CC(Sc2nnc(-c3ccccc3)o2)C1=O (stereo not drawn)	0	/	-24	25	-2	2	/	6	/
41	COC(=O)C1CCN(C(=O)c2c(-c3ccccc3Cl)noc2C)CC1	3	-1	4	-1	3	-1	-1	3	24
42	CCOC(=O)c1ccc(NC(=O)CSc2ncccn2)cc1	17	0.34	2	-9	3	18	3	-1	6
43	CCCCn1nnnc1SCC(=O)Nc1sc2c(c1C#N)CCCC2	28	0.026	-8	-3	-1	10	0	5	8
44	Brc1ccc(-c2nnc3sc(CN4CCN(c5ccccc5)CC4)cn23)cc1	-11	0.67	-4	0	-2	1	0	-2	10
45	CSCCC(Nc1ncnc2ccc(Br)cc12)C(=O)O (stereo not drawn)	/	0.082	23	-1	-2	-6	-3	5	20
46	Cc1onc(-c2ccccc2)c1C(=O)Nc1ccccc1N1CCOCC1	0	-0.16	26	0	-1	-1	-3	-4	-4
47	COc1ccc2c(Cl)c(C(N)=O)sc2c1	4	7.3*	11	-2	-4	4	3	-10	16
48	COCCNC(=O)C(c1ccco1)N(C(=O)Cn1nnc2ccccc21)c1cccc(C)c1C (stereo not drawn)	-2	/	15	-2	4	8	5	-11	8
49	CCOC(=O)c1cccc(NC(=O)c2cnccn2)c1	-10	/	0	-1	4	9	4	-2	-12
50	O=C(COc1ccccc1)NCCSc1ccccc1	2	2	9	/	0	3	3	-4	8

# 2 entries from above, field by field:
37: O=C(O)CSCC(=O)c1ccccc1
  Ecoli tolC = -12
  D1 allo mod = /
  DUSP1 inh = 0
  Hsp90 block = -3
  CatB block = 0
  Ec RNAP inh = 7
  CatB mix inh = 6
  Cdc25B block = -9
  AP complement = 6
38: OC(COc1ccc2ccccc2c1)CN1CCN(c2ccc(F)cc2)CC1 (stereo not drawn)
  Ecoli tolC = 2
  D1 allo mod = -1.1
  DUSP1 inh = 7
  Hsp90 block = -1
  CatB block = -4
  Ec RNAP inh = 1
  CatB mix inh = 3
  Cdc25B block = -2
  AP complement = 12

# Other compounds follow:
no.	Molecule	Ecoli tolC	D1 allo mod	DUSP1 inh	Hsp90 block	CatB block	Ec RNAP inh	CatB mix inh	Cdc25B block	AP complement
51	O=C(NCc1ccccn1)Nc1cccc(Cl)c1	3	-0.13	-5	1	-2	-2	-8	-4	-10
52	CC1=C(C(=O)OCC(C)C)C23C(=O)c4ccccc4C2(O1)OC(N)=C3C#N (stereo not drawn)	41	4.5	8	-2	1	2	2	-14	8
53	CCOc1ccccc1C(=O)NC1CCN(Cc2nnnn2C2CCCC2)CC1	8	/	5	/	-3	1	1	-12	8
54	O=C(Cn1cc2c(n1)CCCCC2)NC1CCN(Cc2ccccc2)CC1	2	/	8	-3	3	4	-1	-15	2
55	Cc1ccccc1Nc1nnc(SCC(=O)NC(=O)NCc2ccco2)s1	12	/	24	/	1	-6	-2	-9	0
56	CCOC(=O)N1CCC(NC(=O)c2ccc3c(c2)N(CC)CCS3)CC1	-9	-0.51	-5	-3	-3	-6	1	-7	11
57	CCSc1nc2cc(OC)c(OC)cc2c(=O)n1CC	12	11*	3	1	5	0	3	-6	13
58	O=C(CSc1nc2ccsc2c(=O)n1NC(=O)c1ccccc1)Nc1nccs1	9	-0.56	-7	-1	-1	1	-2	2	6
59	Cc1cc(=O)oc(C)c1C(=O)N1CCN(C)CC1	3	/	-29	-1	0	3	/	23	/
60	CC(=O)c1cc2c(cc1NS(=O)(=O)c1ccc(C)cc1)OCCO2	27	2	0	-7	0	4	-8	-16	7

# Structures listed so far with a COOH group:
no.	Molecule	Ecoli tolC	D1 allo mod	DUSP1 inh	Hsp90 block	CatB block	Ec RNAP inh	CatB mix inh	Cdc25B block	AP complement
11	Cc1c(F)cccc1NC(=O)CCC(=O)O	-3	0.55	3	-8	3	5	1	-12	0
18	COc1cccc(C(=O)Nc2ccc(C(=O)O)cc2)c1	3	-0.59	0	-3	1	5	1	-1	12
37	O=C(O)CSCC(=O)c1ccccc1	-12	/	0	-3	0	7	6	-9	6
45	CSCCC(Nc1ncnc2ccc(Br)cc12)C(=O)O (stereo not drawn)	/	0.082	23	-1	-2	-6	-3	5	20
